inhibitors of VEEV – inhibitors of VEEV TC-83 cytopathic effect, confirmation, Vero cells (AID 588727); Vero cells, VEEV TC-83 cytopathic effect inhibition; higher % means a stronger effect; inhibition, % at 20 µM, or IC50 in µM where a hit was titrated; 0.13% of 350,000 active; in the data active = a potency from the dose series; inconclusive = inhibition mostly from about 14% at the one dose, without a potency; inactive = the rest, 99 in 100 with inhibition below about 12%; note: strong numbers were not always called active
H1N1 NS1A inhibition – NS1A inhibition, H1N1 influenza, cell based functional assay (AID 504329); NS1A functional cell-based assay, percent inhibition; higher % means a stronger effect; one-dose inhibition, % at 12.5 µM; IC50 in µM for titrated hits; 0.3% of 340,000 active; in the data active = a potency from the dose series; inconclusive = inhibition above about 27% without an active follow-up result; note: strong numbers were not always called active
M. tuberculosis – growth inhibition of non-replicating M. tuberculosis (AID 488890). 0.39% of 320,000 active. Mycobacterium tuberculosis non-replicating, growth inhibition; higher % means a stronger effect. inhibition, % at 25 µM, or IC50 in µM where a hit was titrated; in the data active = a potency from the dose series; inconclusive = inhibition mostly from about 82% at the one dose, without a potency; inactive = the rest, 99 in 100 with inhibition below about 76%;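 note: plate controls were DMSO cells for no effect and high antibiotic wells for full effect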
PhoP GFP inhibition – PhoP regulon inhibitors, Salmonella typhi PhoP promoter GFP reporter, confirmatory (AID 1850); 0.33% of 310,000 active; one-dose inhibition, % at 50 µM; IC50 in µM for titrated hits; Salmonella Typhi PhoP-promoter GFP reporter, fluorescence, 4 h; higher % means a stronger effect; in the data active = a potency from the dose series; inconclusive = inhibition mostly from about 25% at the one dose, without a potency; inactive = the rest, 99 in 100 with inhibition below about 19%;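 note: 0% = induced wells with vehicle and 100% = uninduced wells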
H37Rv inhibition – M. tuberculosis growth inhibition, HTS (AID 449762). M. tuberculosis H37Rv growth inhibition, 7H9 media; higher % means a stronger effect. 0.59% of 330,000 active. inhibition, % at 25 µM, or IC50 in µM where a hit was titrated; in the data active = a potency from the dose series; inconclusive = inhibition above about 70% without an active follow-up result;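 note: bacterial growth assessed after seven days of incubation; strong numbers were not always called active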
inhibitors of VEEV 10K pilot screen – second read-out of inhibitors of VEEV, no call of its own (marks repeat the call); inhibition, %; measured here: 10K pilot screen inhibition
* = called active by the depositor; i = inactive; ? = inconclusive; nt = not tested or not shown.

SMILES | inhibitors of VEEV | H1N1 NS1A inhibition | M. tuberculosis | PhoP GFP inhibition | H37Rv inhibition | others
O=C(COC(=O)c1ccccc1[N+](=O)[O-])Nc1nnc(-c2ccccc2)o1 | 1.8% | -9% | 46% | -3% | ?
C/C(=N\NC(=O)C(C)Nc1cccc(Cl)c1)c1ccc([N+](=O)[O-])cc1 (configuration not stated) | i | 5% | nt | -5% | -3%
COc1cc(/C=N/n2cnnc2)ccc1OCc1ccc(C)cc1 | 0.5% | 6% | 6% | -18% | 37%
S=C(NCc1ccco1)Nc1ccc(Cl)cc1Cl | 2.7% | 0% | 70% | -4% | -17%
COc1ccc(C(=O)NC2CCN(CC(=O)NCc3ccccc3)CC2)cc1 | 0.1% | -2% | -24% | 9% | -3%
Nc1ccn(Cc2ccccc2F)n1 | 0.6% | 11% | 6% | 1% | -10%
NC(=O)CN(N=Nc1cccc([N+](=O)[O-])c1)c1cccc([N+](=O)[O-])c1 | i | 6% | 0% | -9% | 3% | inhibitors of VEEV 10K pilot screen=0.1
CCOC(=O)c1cc(-c2ccccc2)n(Cc2cc(CC)no2)n1 | 0.6% | -9% | -5% | -4% | -13%
Cc1cccc(-c2n[nH]c(=S)n2/N=C/c2ccc(C)o2)c1 | 1.7% | -4% | 25% | -5% | 10%
COc1ccc(N2CCN(S(=O)(=O)CCNC(=O)COc3cccc(OC)c3)CC2)cc1 | 0.1% | 11% | 11% | 6% | 3%
COc1cc(OC)c2c3c(c(C4CCCCC4)nc2c1)CCC3 | i | 11% | 30% | 1% | 66%
COc1cccc(CNn2c(-c3cccc(C)c3)nc3ccccc3c2=O)c1 | ? | -10% | 11% | -6% | 1%
CCOCCCN(C(=O)CCC(=O)Nc1cc(C)on1)C(C(=O)NC(C)(C)C)c1ccccc1Cl (configuration not stated) | 0.2% | 9% | 1% | -6% | 8%
CC1(C(=O)NC2CCCC2)CCC(=O)N1Cc1ccccc1Cl (configuration not stated) | 1.7% | 6% | -3% | -18% | -4%
CC(C)Cn1c(=O)[nH]c2ccccc21 | 0.7% | -6% | 12% | -25% | 5%

Reprinted from the part before: 3 entries; new compounds follow.
SMILES | inhibitors of VEEV | H1N1 NS1A inhibition | M. tuberculosis | PhoP GFP inhibition | H37Rv inhibition | others
CCOCCCN(C(=O)CCC(=O)Nc1cc(C)on1)C(C(=O)NC(C)(C)C)c1ccccc1Cl (configuration not stated) | 0.2% | 9% | 1% | -6% | 8%
CC1(C(=O)NC2CCCC2)CCC(=O)N1Cc1ccccc1Cl (configuration not stated) | 1.7% | 6% | -3% | -18% | -4%
CC(C)Cn1c(=O)[nH]c2ccccc21 | 0.7% | -6% | 12% | -25% | 5%
Cc1ccc(C(=O)N/N=C\c2cc3c(cc2Br)OCO3)cn1 | i | -8% | -6% | 2% | 12%
O=C(O)c1cccc(N=C2NC(=O)C(CO)(CO)S2)c1 | 0.3% | -2% | 7% | 4% | 3%
O=C(O)CCCCCN1C(=O)C(O)=C(C(=O)/C=C/c2ccccc2)C1c1cccc([N+](=O)[O-])c1 (configuration not stated) | 1.1% | 0% | -9% | 3% | 3%
c1csc(-c2nn3c(C4CCCCC4)nnc3s2)c1 | i | 3% | nt | nt | nt
O=C(O)CSC(=S)N1CCCC1 | 0.4% | -4% | 0% | -9% | -5%
COC(=O)c1cc(S(=O)(=O)N2CCN(c3cccc(C)c3)C(C)C2)c[nH]1 (configuration not stated) | 0.4% | 6% | 8% | 3% | -2%
CCCCOc1ccc(C(=O)NCC(=O)NC(C)CCc2ccccc2)cc1 (configuration not stated) | 4.8% | 2% | 31% | -3% | -3%
CCN(CC)C(=O)CSc1n[nH]c(=O)n1CCc1ccccc1 | 1.3% | -2% | -8% | 11% | 13%
Cc1sc2nc(COC(=O)c3ccc(N4CCCC4)c([N+](=O)[O-])c3)[nH]c(=O)c2c1C | 0.2% | -3% | 65% | -8% | 55%
COc1ccc(OC)c(S(=O)(=O)N2c3cc(F)ccc3CCC2C)c1 (configuration not stated) | i | 6% | 15% | 3% | -14%
Cc1ccc(SCC(=O)OCC(=O)NCCC2=CCCCC2)cc1 | 1.9% | -9% | 19% | 10% | 8%
Cc1cc(C)n(C(=O)CNC(=O)c2cccs2)n1 | 0.4% | 10% | -3% | 5% | -1%
O=C(Nc1ccc(NC(=O)C2CC2)nc1)c1ccco1 | 2.8% | 6% | 11% | 3% | 1%
CC(C)OCC(O)CN1CC2C[C@@H](C1)Cn1c2cccc1=O (some centres not stated) | 1.4% | -20% | -11% | -13% | -5%
Cc1c(Cl)cccc1NC(=O)CC(C(=O)O)C1CCCO1 (configuration not stated) | i | -2% | -9% | 1% | -13%

Compounds shown so far containing two or more sulfur atoms (2):
SMILES | inhibitors of VEEV | H1N1 NS1A inhibition | M. tuberculosis | PhoP GFP inhibition | H37Rv inhibition | others
c1csc(-c2nn3c(C4CCCCC4)nnc3s2)c1 | i | 3% | nt | nt | nt
O=C(O)CSC(=S)N1CCCC1 | 0.4% | -4% | 0% | -9% | -5%

New compounds follow
SMILES | inhibitors of VEEV | H1N1 NS1A inhibition | M. tuberculosis | PhoP GFP inhibition | H37Rv inhibition | others
O=C(Nc1nnc(S(=O)(=O)N2CCCCCC2)s1)c1ccccc1F | 1.4% | 3% | 65% | -2% | 0%
CCOC(=O)c1c(NC(=O)CSc2nnc(-c3ccc(C)cc3)o2)sc(C(C)=O)c1C | 0.7% | 1% | 21% | 5% | 4%
CC(C)CCNC(=O)CCNS(=O)(=O)c1ccc(Cl)cc1 | 0.7% | -6% | 24% | 1% | -1%
CC(C)[C@@H](CSc1ccccc1)N1CCN(Cc2ccccc2)CCC1=O | 0.5% | 1% | 5% | -6% | -1%
Cc1ccc(S(=O)(=O)NN)c(C)c1N1CCCC1=O | i | 7% | -1% | -10% | -6%
CCOC(=O)C(NC(=O)CC)(Nc1ccc(S(=O)(=O)Nc2ncccn2)cc1)C(F)(F)F (configuration not stated) | 0.3% | -47% | 60% | -3% | 11%
CC(C)c1ccc(OCC(=O)NC(Cc2c[nH]c3ccccc23)C(=O)O)cc1 (configuration not stated) | i | 2% | 8% | -2% | 10%
COC(=O)C(CCSC)NC(=O)/C=C/c1ccc(OC)cc1 (configuration not stated) | i | -8% | 44% | 19% | 70%
C=CCn1c2ccccc2c2nnc(SCCN3CCOCC3)nc21 | 6.7% | -3% | 12% | -7% | 6%
COc1ccc(C(=O)N(C)C2CCCCC2)cc1OC1CCN(C(C)C)CC1 | i | 1% | -7% | 2% | 2%
CC(=O)c1ccc(NC(=O)c2noc3c2CCCCC3)cc1 | 0.5% | 24% | 0% | 4% | -1%
COc1ccc(C(=O)NC2CC3CCCC(C2)N3CC(C)C)cc1OC (configuration not stated) | 0.6% | 2% | 4% | -10% | 0%
CC(=O)Nc1ccc(C(=O)COC(=O)C2CC2C)c(F)c1 (configuration not stated) | 2.0% | -12% | nt | nt | nt
Cc1csc(-c2cnn(-c3ccccc3)c2NC(=O)c2ccccc2)n1 | 7.5% | 2% | 23% | -2% | 16%
CCOC(=O)c1c(N)sc(C(=O)N2CCOCC2)c1C | 1.0% | 2% | -8% | 1% | -1%
N#Cc1ccc(N2CCN(C(=O)c3cccs3)CC2)c(F)c1 | 0.7% | 8% | 19% | -6% | 7%
CC(=O)c1c(C)[nH]c(C(=O)Nc2nc(-c3ccccc3)c(C)s2)c1C | 13% | -5% | 55% | -9% | 5%
CCN(CC)c1ccc(NC(=O)CN2CCN(CC(=O)Nc3ccc(F)cc3)CC2)cc1 | 0.4% | 19% | 23% | -7% | 0%
Cc1ccc(NC(=S)N2CCN(C(=O)c3ccccc3)CC2)c(C)c1 | 0.7% | -6% | 4% | 3% | 7%
COc1cc(C2C(C(=O)/C=C/c3ccccc3)=C(O)C(=O)N2c2ccccn2)ccc1O (configuration not stated) | 1.9% | 3% | ? | 4% | 11%
CCN(CC)CCN1c2ccccc2Sc2ccccc21 | 0.7% | 2% | -1% | -5% | 0%
CC(=O)Oc1cccc(N2C(=O)C3CC=CCC3C2=O)c1 (configuration not stated) | 1.8% | -3% | -7% | 3% | 0% | inhibitors of VEEV 10K pilot screen=1.4
O=C(O)C1CCN(c2ccc(Cl)nn2)CC1 | 0.5% | 5% | -20% | -7% | 9%
Cc1ccc(-n2c(C)cc(/C=N\NC(=O)CC(=O)NC(C)C)c2C)cc1 | 0.1% | 6% | 6% | 3% | 6%
CCN1CCN(C(c2cccnc2)c2cc(Cl)c3cccnc3c2O)CC1 (configuration not stated) | 1.1% | 18µM* | 65% | 3% | -2%
c1cncc(-c2cnc3ccccc3c2)c1 | 2.1% | -4% | -17% | nt | -10%
O=C(c1cnn2c(C(F)F)cc(-c3ccccc3)nc12)N1CCN(Cc2ccc3c(c2)OCO3)CC1 | 8.1% | -13% | 19% | -14% | ?
CC(C)(C)C(=O)N1CCN(c2ccc(Cl)cc2[N+](=O)[O-])CC1 | 2.3% | 2% | 8% | -8% | 0%
CCn1c(C)c(C(C)=O)c(N2CCC(C(N)=O)CC2)nc1=S | 0.3% | -9% | 4% | -3% | -10%
COc1ccc(OC)c(/C=N/NC(=O)C(=O)N2CCCCCC2)c1 | 2.4% | -7% | -5% | -5% | 1%
Cc1cc(-c2nnc(SCCC(=O)Nc3ccccc3)o2)no1 | 0.8% | -6% | ? | -2% | 18%
O=C(CSc1cccc(C(F)(F)F)c1)Nc1nnc(C2CC2)s1 | 1.1% | -2% | 49% | nt | 0%
O=C(NCc1cccnc1)Nc1ccc(Cl)cc1Cl | 3.2% | 18% | 18% | 16% | 7%
CC(C)(C)[C@H]1C=C(C(=O)NCc2nc3ccccc3[nH]2)O[C@@H](OCCCCO)C1 | i | 6% | 9% | 11% | 0% | inhibitors of VEEV 10K pilot screen=0.8
ON1C2CCCCC2N(O)C1c1ccccc1C(F)(F)F (configuration not stated) | i | -1% | -7% | 4% | -6%
COc1cccc(C(=O)N2CCN(C(=O)C3COc4ccccc4O3)CC2)c1 (configuration not stated) | 0.1% | -8% | 2% | -4% | 0%
COc1ccc(Cl)cc1NC(=O)c1nnn(CC(=O)Nc2cc(C)cc(C)c2)c1N | i | -5% | -3% | 3% | -6%
CCOCCCNC(=O)C1CCCN(S(=O)(=O)c2cccc3nsnc23)C1 (configuration not stated) | 0.2% | -3% | -19% | -4% | -7%
Cc1ccc(S(=O)(=O)N2CCC(C(=O)NNC(=O)c3ccccc3O)CC2)cc1C | 0.8% | -10% | 3% | 9% | -1%
Cn1c(=O)[nH]c(=O)c2c1nc(N1CCCCC1)n2CCSc1nc2ccccc2o1 | 7.5% | 2% | 4% | -1% | 1%
O=C(NCc1ccccc1)Nc1cccn(Cc2cccc(F)c2)c1=O | 0.3% | -5% | 0% | -7% | 6%
Cc1nnc(SCC(=O)N/N=C/c2ccc(-c3ccc(C)c(Cl)c3)o2)s1 | 2.0% | -4% | ? | -7% | ?
CN(C(=O)CSc1nncn1-c1ccccc1)C1CCS(=O)(=O)C1 (configuration not stated) | i | -2% | -11% | -5% | -15%
COc1ccc(C2/C(=C(/O)c3ccccc3)C(=O)C(=O)N2c2ccccn2)cc1 (configuration not stated) | i | 8% | 49% | 4% | 4%
Cc1cc(F)ccc1NC(=O)CCc1c(C)nn(-c2ccc(N3CCCCC3)nn2)c1C | i | -3% | 18% | 2% | 6%

Fetched by compound from above, two records:
SMILES | inhibitors of VEEV | H1N1 NS1A inhibition | M. tuberculosis | PhoP GFP inhibition | H37Rv inhibition | others
COc1cccc(C(=O)N2CCN(C(=O)C3COc4ccccc4O3)CC2)c1 (configuration not stated) | 0.1% | -8% | 2% | -4% | 0%
Cc1cc(F)ccc1NC(=O)CCc1c(C)nn(-c2ccc(N3CCCCC3)nn2)c1C | i | -3% | 18% | 2% | 6%

Next section.
SMILES | inhibitors of VEEV | H1N1 NS1A inhibition | M. tuberculosis | PhoP GFP inhibition | H37Rv inhibition | others
CCOC(=O)c1c(C)[nH]c(C(=O)OCC(=O)N2CCN(S(=O)(=O)c3ccccc3)CC2)c1C | 5.8% | 8% | 6% | -20% | 24%
CCOC(=O)c1oc2ccccc2c1COC(=O)CNC(=O)c1ccc(C)cc1 | 1.5% | 1% | 32% | 2% | -7%
CC(C)n1c(N2CCN(CC(=O)NCc3cccs3)CC2)nc2ccccc21 | 6.6% | 11% | 9% | -8% | 7%
CCN(CC)c1ccc(NC(=O)CSc2nc3ccccc3c(=O)n2-c2cc(S(=O)(=O)N(C)C)ccc2C)cc1 | 0.7% | 12% | 52% | 3% | 4%

High-throughput results (PubChem)
